Compound activity (PubChem)
RSV CPE inhibition = RSV antiviral activity via CPE protection, HEp-2 cells, primary 10 µM value included (AID 2391); HEp-2 cells, RSV-induced CPE inhibition; higher % means a stronger effect; CPE inhibition, % at 10 µM, or IC50 in µM where a hit was titrated; 310,000 compounds, 0.13% hits; in the data active = a potency from the dose series; inconclusive = CPE inhibition mostly from about 23% at the one dose, without a potency; inactive = the rest, 99 in 100 with CPE inhibition below about 21%; note: strong numbers were not always called active
WT yeast gro inh = growth inhibition of WT strain, primary screen, mitochondrial fusion inhibitor project, WT and mutant strains, chemical genetic | mitochondrial fusion phenotypic screen | inhibition, % at 10 µM | 190,000 compounds, 2.1% hits; in the data active = inhibition above about 58%; tested in S. cerevisiae
PhoP inhibition = inhibitors of PhoP regulon expression, primary screen, Salmonella Typhimurium, GFP reporter (AID 1863); S. Typhimurium PhoP-regulated promoter GFP reporter, 4 h; higher % means a stronger effect; 300,000 compounds, 0.16% hits; inhibition, % at 50 µM; hits with a dose series show IC50 in µM;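 active = inhibition over 29.93%, a cutoff 3 SD above the screen mean, later confirmed by dose response; inconclusive = inhibition over 29.93% but no dose response follow-up; inactive = inhibition at most 29.93% or unconfirmed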;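 note: 0% = low Mg2+ inducing control and 100% = high Mg2+ repressing control; strong numbers were not always called active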
human PMI inhibitors = human PMI inhibitors, high substrate, primary screen, biochemical, fluorescence intensity, high mannose 6-phosphate (AID 1220) | 190,000 compounds, 0.66% hits | recombinant PMI enzyme, coupled fluorescence intensity; higher % means a stronger effect | Mannose-6-phosphate isomerase (Homo sapiens) | one-dose inhibition, % at 20 µM; IC50 in µM for titrated hits
PMI inhibitors = inhibitors of human PMI, primary screen, biochemical, fluorescence intensity, coupled assay (AID 1209). Mannose-6-phosphate isomerase (Homo sapiens). purified PMI enzyme, coupled fluorescence intensity; higher % means a stronger effect. one-dose inhibition, % at 20 µM; IC50 in µM for titrated hits. 190,000 compounds, 0.42% hits;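 note: plate controls were DMSO vehicle for no effect and wells lacking substrate for full effect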
Myeloid diff MLP = induction of myeloid progenitor differentiation, primary screen, cell-based, flow cytometry, MLPCN library; 360,000 compounds, 1% hits; AID 624256, 2012; ER-HoxA9 myeloid progenitors, lysozyme-GFP differentiation; calls only at 10 µM;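 active = normalized GFP-positive differentiation at or above the plate's own cutoff, the solvent-only control mean plus 3 SD; inconclusive = no clear call, values can overlap the other calls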;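 note: cells exposed to compound for four days before flow analysis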
XIAP displacement = XIAP antagonists, biochemical, IAP family, fluorescence polarization (AID 1018); XIAP BIR domain, fluorescence polarization peptide displacement; higher % means a stronger effect; displacement, % at 20 µM; hits with a dose series show IC50 in µM; 200,000 compounds, 0.007% hits; in the data active = displacement above about 50%; note: a part of the inactive calls stands beside numbers as strong as those of hits
Siah-1 displacement = Siah-1 peptide-binding antagonists, primary screen, biochemical, fluorescence polarization, rhodamine-plectin, uHTS (AID 1817); E3 ubiquitin-protein ligase SIAH1 (Homo sapiens); Siah-1 / rhodamine-plectin peptide fluorescence polarization; higher % means a stronger effect; one-dose displacement, % at 20 µM; IC50 in µM for titrated hits; 290,000 compounds, 0.02% hits;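 active = displacement of at least 50% at 20 µM, with a fluorescence ratio check between 0.3 and a set limit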;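 note: plate controls were Siah plus tracer with DMSO for no effect and tracer alone without Siah for full effect; strong numbers were not always called active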
TNAP activators = human TNAP enzyme activators, primary screen, biochemical, luminescent, no phosphate acceptor, uHTS (AID 1001). Alkaline phosphatase, tissue-nonspecific isozyme (Homo sapiens). purified TNAP, luminescent activation assay, no phosphate acceptor; higher activation fold means a stronger effect. one-dose activation fold at 20 µM; EC50 in µM for titrated hits. 200,000 compounds, 0.03% hits; in the data active = activation fold from about 3, or a potency from the dose series; inactive = the rest, 99 in 100 with activation fold below about 1.6; note: many of its hits are not listed in these tables
WT yeast gro inh mutant strain = also measured in WT yeast gro inh; calls as there; inhibition, %; mitochondrial fusion phenotypic screen, mutant strain inhibition
Myeloid diff MLP GFP+ MAC1+ % = also measured in Myeloid diff MLP; calls as there; GFP+ MAC1+ double positive, %; measured here: differentiation confirmed by MAC1 staining
The depositor's hits bear a star; i = inactive; u = inconclusive; x = not tested or not shown; + = active, no number. Cut-off read from the data, not from the text of the source, unless noted: active = inhibition above about 50%; inactive = the rest.

SMILES	RSV CPE inhibition	WT yeast gro inh	WT yeast gro inh mutant strain	PhoP inhibition	human PMI inhibitors	PMI inhibitors	Myeloid diff MLP	Myeloid diff MLP GFP+ MAC1+ %	XIAP displacement	Siah-1 displacement	TNAP activators
O=C(CC1N=C2c3ccccc3N=C(SCc3ccc(Cl)cc3)N2C1=O)NCc1ccco1 (stereo not given)	-0.1%	8	16	-10%	24%	9%	i	0.8	-8.5%	-1%	1
Cc1ccc(S(=O)(=O)n2cnc3cc([N+](=O)[O-])ccc32)c(C)c1C	0.7%	-5	5	-2%	-8%	14%	i	0.2	-5.3%	0%	1.1
N=C1/C(=C/c2ccco2)C(=O)N=C2SC(CC(=O)N3CCCC3)=NN12	6.7%	x	x	-17%	x	x	i	2.1	x	1%	x
COc1ccc(OC)c(/C(O)=C/C(=O)C(=O)Nc2cc(C)ccc2OC)c1	0.5%	0	-4	14%	-5%	-12%	i	1.1	-7.9%	2%	0.7
Cc1ccc(O)c(N=Cc2ccc(C)s2)c1	0.3%	20	16	-8%	x	38%	i	0.5	-6.7%	-7%	0.9
Cc1cccc(N2CCN(S(=O)(=O)c3ccc(-c4coc(C)n4)cc3)CC2C)c1 (stereo not given)	u	x	x	-3%	x	x	i	3.1	x	-2%	x
CC(C)c1ccc(NC(=S)Nc2ccc3cn[nH]c3c2)cc1	48%	50	26	-6%	46%	20%	i	0.4	-1.7%	-3%	1.6
CCOC(=O)n1ccc(C(=O)Nc2ccccc2F)n1	0.9%	x	x	4%	-2%	1%	i	1.0	-1.9%	4%	1.1
CCn1c(C(=O)N2CCC(C(=O)N3CCN(c4ccccn4)CC3)CC2)cc2sccc21	1.7%	5	4	-3%	-2%	3%	i	2.1	1.0%	-2%	0.9
CCOc1ccccc1/C=C(\NC(=O)c1ccccc1)C(=O)NCCC(=O)O	1.0%	-4	-21	-12%	-1%	-11%	i	0.8	-2.8%	9%	1.1
COc1cccc(/C=N/n2c(COc3ccccc3)n[nH]c2=S)c1O	2.4%	x	x	-4%	x	x	i	0.8	x	-2%	x
CC(C)(C)Nc1c(-c2cccs2)nc2ccccn12	2.7%	3	15	1%	-6%	-4%	i	0.6	-8.3%	14%	1.1
CN(C(=O)c1cccc(NC(=O)c2ccccc2)c1)C1CCCCC1	0.8%	x	x	2%	x	x	i	1.9	x	-2%	x
CCOC(=O)CNC(=O)CSc1nnnn1-c1cc(C)ccc1C	1.1%	-5	13	-9%	10%	15%	i	1.0	-0.9%	0%	1.1
O=C(Nc1ccc(SC(F)F)cc1)c1ccc2nccnc2c1	-2.1%	20	20	-8%	-5%	7%	i	6.4	-4.7%	-4%	1
CCC(C)N=CC1=C(O)CC(c2ccccc2)CC1=O (stereo not given)	2.0%	-21	-14	3%	10%	6%	i	0.6	-11%	-7%	1.1
Cc1cc(NC(=O)CN2C(=O)/C(=C/c3ccccc3F)SC2=S)no1	2.6%	x	x	-7%	x	x	i	0.3	x	-3%	x
O=C(Nc1ncn[nH]1)c1ccc([N+](=O)[O-])cc1[N+](=O)[O-]	2.8%	5	6	-10%	9%	13%	i	1.2	-4.4%	-4%	1.9
CCOc1ccc(C(CC(=O)O)n2cnnn2)cc1 (stereo not given)	-0.5%	-54	-12	-5%	-18%	-31%	i	0.0	-8.4%	-2%	0.9
CCOc1ccc(C2Oc3nc(SC)nnc3-c3ccccc3N2C(C)=O)cc1OC (stereo not given)	2.0%	-1	-14	-11%	13%	9%	i	2.9	-7.6%	-1%	1
Cc1ccc(/C=N/Nc2nc3ccccc3s2)o1	5.1%	24	23	1%	4%	14%	i	3.4	-6.8%	-6%	1.2
Cc1ccc(CNC(=O)CN2C(=O)NC(C)(c3ccccc3Cl)C2=O)cc1 (stereo not given)	2.8%	x	x	7%	x	x	i	0.2	x	7%	x
CCc1nccn1Cc1cc(C=O)ccc1OC	1.0%	0	8	-6%	-19%	-30%	i	0.4	-5.0%	-4%	1
Cc1ccccc1-n1c(SCC(=O)N/N=C/c2ccccc2OCC(=O)O)nc2ccccc2c1=O	-0.5%	x	x	-7%	x	x	i	0.3	x	-2%	x
O=C(NCCc1ccccn1)c1ccc(COc2ccccc2)o1	0.5%	1	-13	6%	1%	9%	i	2.2	-0.4%	-1%	1.1
CCCCCn1c(CCNC(=O)c2cccs2)nc2ccccc21	8.2%	20	13	11%	2%	0%	i	7.5	-5.2%	-6%	1
O=C(O)CN1C(=O)SC(Nc2ccccc2)C1=O (stereo not given)	0.7%	-7	-5	-9%	-10%	-8%	i	4.2	-10%	2%	1.1
CCCC1(C(=O)OC)NC(c2ccc(OC)cc2OC)C2C(=O)N(c3cccc(C(C)=O)c3)C(=O)C21 (stereo not given)	1.8%	x	x	9%	x	x	i	0.4	x	5%	x
C=CCNC(=S)Nc1ccc2nsnc2c1	2.5%	-5	1	5%	10%	-6%	i	0.2	-3.4%	52%*	1.1
CC1CCN(S(=O)(=O)c2ccc3ncn(CC(=O)N(C)C4CCCCC4)c(=O)c3c2)CC1	4.5%	-3	11	-8%	1%	8%	i	0.4	-6.5%	5%	1

Part of the list above, bar-delimited.
mol | RSV CPE inhibition | WT yeast gro inh | WT yeast gro inh mutant strain | PhoP inhibition | human PMI inhibitors | PMI inhibitors | Myeloid diff MLP | Myeloid diff MLP GFP+ MAC1+ % | XIAP displacement | Siah-1 displacement | TNAP activators
Cc1ccccc1-n1c(SCC(=O)N/N=C/c2ccccc2OCC(=O)O)nc2ccccc2c1=O | -0.5% | x | x | -7% | x | x | i | 0.3 | x | -2% | x
O=C(NCCc1ccccn1)c1ccc(COc2ccccc2)o1 | 0.5% | 1 | -13 | 6% | 1% | 9% | i | 2.2 | -0.4% | -1% | 1.1
CCCCCn1c(CCNC(=O)c2cccs2)nc2ccccc21 | 8.2% | 20 | 13 | 11% | 2% | 0% | i | 7.5 | -5.2% | -6% | 1

(continued)
SMILES	RSV CPE inhibition	WT yeast gro inh	WT yeast gro inh mutant strain	PhoP inhibition	human PMI inhibitors	PMI inhibitors	Myeloid diff MLP	Myeloid diff MLP GFP+ MAC1+ %	XIAP displacement	Siah-1 displacement	TNAP activators
CCCCNC(=O)CC(C(=O)N1CCc2ccccc21)n1ccnc1 (stereo not given)	0.3%	x	x	-10%	-11%	-10%	i	12	1.5%	-1%	1.1
O=C(CN1C(=O)c2cccc3cccc1c23)N1CCN(Cc2ccc3c(c2)OCO3)CC1	18%	13	-8	-7%	17%	7%	i	1.8	-1.1%	-4%	1.1
CCC(=O)c1ccccc1OCCN1CCN(CC)CC1	0.9%	-3	-13	0%	-13%	-4%	i	0.2	-4.6%	6%	1
CC(C)N(CCO)C(=O)C(c1ccccc1)c1ccccc1	-0.1%	-14	3	6%	-15%	-9%	i	0.9	-5.2%	-5%	1.1
O=C(Nc1nnc(C2CCCC2)s1)C1CCC1	1.3%	-7	-2	1%	-2%	-4%	i	2.0	-2.3%	5%	1.1
COc1ccc(C(=O)Cn2c(NCCCO)nc3ccccc32)cc1OC	-1.7%	x	x	1%	x	x	i	0.7	x	5%	x
Cc1ccccc1C(=O)NCCCNC(=O)c1cnccn1	0.9%	x	x	-1%	x	x	i	0.5	x	-2%	x
CC(NC(=O)CCC(=O)N1CCCCCC1)c1ccccc1 (stereo not given)	-0.5%	x	x	-2%	x	x	i	0.5	x	-2%	x
O=C(O)CC(NC(=O)/C(=C/c1ccccc1)NC(=O)c1ccccc1)c1ccccc1 (stereo not given)	1.8%	x	x	-10%	x	x	i	6.8	x	3%	x
Cc1cc(NC(=O)c2ccc([N+](=O)[O-])o2)ccc1NC(=O)c1ccco1	x	56	28	-1%	-1%	-10%	u	x	-10%	-2%	1.1
O=C(NCCCN1CCOCC1)c1cc(-c2ccc(F)cc2)on1	-1.1%	0	11	23%	-9%	-6%	i	0.2	-0.7%	2%	1.1
CCOC(=O)c1ccc(NC(=O)Cc2coc3cc4c(cc23)CCC4)cc1	u	10	14	-14%	18%	18%	i	0.1	-3.4%	-3%	1
CCCCOCCCNC(=O)CN1C(=O)c2ccccc2C1=O	0.4%	2	3	3%	2%	12%	i	7.4	-4.1%	-3%	1.1
Cn1cccc1CC(=O)N/N=C/c1ccc(Cl)cc1	0.0%	x	x	1%	x	x	i	0.4	x	0%	x
CC(C)(C)CN1C(N)=NC[C@@H]1Cc1ccc(O)cc1	1.9%	x	x	-2%	x	x	i	3.7	x	2%	x
O=C(NCc1cccnc1)c1cn(-c2ccccc2)nc1-c1ccccc1	1.7%	6	10	-5%	-3%	1%	i	0.2	-1.6%	2%	1.1
CC1CC(C)CN(CC(=O)c2c[nH]c3ccccc23)C1 (stereo not given)	1.1%	x	x	10%	x	x	+	7.0*	x	2%	x
O=C(Nc1c(C(=O)N2CCOCC2)cnn1-c1ccccc1)c1ccc([N+](=O)[O-])cc1	0.6%	x	x	-1%	x	x	i	3.4	x	-1%	x
CC1(C)CC(=O)C2=C(C1)N(Cc1ccc(F)cc1)C(=O)C2(NC(=O)c1cccnc1)C(F)(F)F (stereo not given)	-1.4%	-1	0	24%	11%	16%	i	1.1	-4.7%	8%	1.1
COc1cc(NC(=O)CCc2nnc3ccc(N4CCCCC4)nn23)cc(OC)c1OC	-1.6%	x	x	5%	x	x	+	10*	x	-4%	x
O=C1CCN(Cc2ccccc2)CCN1[C@H](CSc1ccccc1)Cc1ccccc1	-2.2%	x	x	13%	x	x	i	3.0	x	11%	x
COc1cccc(C(=O)O/N=C(\N)c2ccccn2)c1OC	-0.1%	x	x	1%	x	x	i	0.7	x	-4%	x
COc1ccc2[nH]c(-c3ccccc3)cc2c1	17%	x	x	4%	x	x	i	0.7	x	-6%	x
CC(=O)Nc1ccc(NC(=O)CSCc2cnn(-c3ccccc3)c2-n2cccc2)cc1	3.0%	-4	-2	5%	3%	11%	i	1.3	-19%	2%	1.1
CN1CCN(CCCNC(=O)c2cn(C3CCCCC3)c(=O)c3c2c2ccccc2n3C)CC1	-1.3%	x	x	14%	1%	-2%	i	3.1	-0.1%	0%	1.1
O=C(Nc1ccc2c(c1)OCO2)NC1(C(F)(F)F)Oc2ccccc2O1	5.4%	-12	4	-2%	24%	30%	i	1.3	-7.5%	2%	0.9
Cc1nn(-c2ccccc2)c(C)c1Cc1ccc(O)cc1	u	x	x	2%	x	x	i	0.5	x	3%	x
COC(=O)CS(=O)(=O)c1ccc2c(c1)CC(=O)N2	1.6%	20	-3	1%	17%	13%	i	0.5	-1.2%	0%	1.1
COc1ccccc1CNC(=O)c1ccc(Br)o1	0.2%	-2	-18	4%	-3%	0%	i	2.5	-5.9%	-1%	1.1
Cc1ccc(NC(=O)CSc2nnc(-c3ccncc3)n2N)cc1C	0.9%	1	7	-2%	-3%	-8%	i	0.4	-7.2%	3%	0.9
